CHRM5 PAM: positive allosteric modulators of human muscarinic M5 receptor. CHO-K1 hM5, Fluo-8 calcium, ACh EC20 PAM; 0% = ACh EC20, 100% = ACh EC100. hit rate 0.3% among 360,000. AID 624038. activation, % at 3 µM. P08912;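 active = activation above the run cutoff, the mean activation of all test compounds plus 3 SD, cut at about 18% in these data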
Target sequence (P08912 whole entry, looked up): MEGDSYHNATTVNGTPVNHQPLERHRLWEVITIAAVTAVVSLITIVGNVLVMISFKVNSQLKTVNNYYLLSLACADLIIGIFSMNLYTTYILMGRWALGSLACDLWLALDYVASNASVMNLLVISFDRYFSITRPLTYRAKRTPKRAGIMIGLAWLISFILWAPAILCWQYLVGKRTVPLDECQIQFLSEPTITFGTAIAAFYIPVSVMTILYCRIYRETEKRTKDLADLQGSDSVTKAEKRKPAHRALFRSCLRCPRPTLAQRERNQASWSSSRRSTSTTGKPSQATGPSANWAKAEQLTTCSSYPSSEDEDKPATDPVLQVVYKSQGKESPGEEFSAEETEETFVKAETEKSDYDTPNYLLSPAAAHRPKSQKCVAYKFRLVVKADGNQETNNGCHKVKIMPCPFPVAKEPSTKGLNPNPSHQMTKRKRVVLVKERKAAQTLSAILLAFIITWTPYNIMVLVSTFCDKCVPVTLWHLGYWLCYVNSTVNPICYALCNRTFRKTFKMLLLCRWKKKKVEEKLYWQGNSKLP
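Assay system – human M5 receptor in CHO-K1 cells · Read-out – % activation, ACh-normalized · Technique – Fluo-8 calcium fluorescence · Dosing – single-point, 3 µM nominal · Incubation – Fluo-8 loading 80 min at 37 °C plus 30 min room temperature · Repeats – singlicate, one well per test compound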
M4 PAM: potentiates acetylcholine response at human M4 receptor. activation, % at 3 µM. P08173. CHO-K1 hM4/Gqi5, Fluo-8 calcium fluorescence, ACh EC20; 0% = ACh EC20, 100% = maximal ACh. hit rate 0.4% among 360,000;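 active = activation above its plate's cutoff, the mean activation of sample wells plus 3 SD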; note: some results filed as inactive read as strong as hits
Target sequence (P08173 whole entry, looked up): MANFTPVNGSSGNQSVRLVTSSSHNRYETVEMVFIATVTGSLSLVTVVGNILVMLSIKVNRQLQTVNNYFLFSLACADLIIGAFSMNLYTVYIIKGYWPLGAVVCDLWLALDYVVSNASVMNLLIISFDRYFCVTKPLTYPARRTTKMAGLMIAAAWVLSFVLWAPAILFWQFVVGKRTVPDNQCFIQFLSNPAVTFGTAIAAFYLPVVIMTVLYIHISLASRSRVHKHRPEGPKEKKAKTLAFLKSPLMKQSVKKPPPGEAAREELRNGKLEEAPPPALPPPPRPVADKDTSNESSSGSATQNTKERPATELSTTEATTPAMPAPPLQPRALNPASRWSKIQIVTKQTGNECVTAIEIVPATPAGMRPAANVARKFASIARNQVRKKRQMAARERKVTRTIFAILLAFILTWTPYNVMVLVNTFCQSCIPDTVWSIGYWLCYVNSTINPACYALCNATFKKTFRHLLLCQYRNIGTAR
CHO-K1 Ca ag: M1 agonist counterscreen hit in parental CHO-K1 cells | AID 602248 | activation, % at 3 µM | hit rate 0.48% among 360,000 | Fluo-8 calcium fluorescence; scaled to maximal ATP response, vehicle zero; in the data active = activation above about 15%;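 note: untransfected CHO-K1 host cells lacking M1 receptor as counterscreen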
M1 PAM parental: M1 PAM counterscreen hit in parental CHO-K1 cells | ATP EC20, Fluo-8 calcium fluorescence; 0% at ATP EC20, 100% at ATP max | activation, % at 3 µM | hit rate 0.02% among 360,000 | AID 602247;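 active = activation above the run cutoff, the mean activation of all test compounds plus 3 SD, cut at about 40% in these data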;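 note: peak over basal fluorescence ratio in a 140 s read after ATP addition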
M4 antag: CHRM4 antagonism in calcium assay | P08173 | CHO-hM4 cells, ACh EC80, Fluo-8 calcium fluorescence | inhibition, % at 3 µM | hit rate 0.73% among 360,000 | AID 624125;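 active = inhibition above its plate's cutoff, the mean inhibition of sample wells plus 3 SD, cut at about 27% in these data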;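 note: 0% = acetylcholine EC80 with DMSO and 100% = DMSO without agonist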
M5 antag: blocks acetylcholine activation of human M5 receptor; P08912; CHO-hM5 cells, Fluo-8 calcium fluorescence, ACh EC80; inhibition, % at 3 µM; hit rate 0.59% among 360,000; AID 624040;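 active = inhibition above a per-plate cutoff, the mean of that plate's test compounds plus 3 SD, cut at about 27% in these data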;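 note: 0% = acetylcholine EC80 with DMSO and 100% = DMSO without agonist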
M4 ag: agonists of human muscarinic M4 receptor (CHRM4) | activation, % at 3 µM | CHO-K1 hM4/Gqi5, Fluo-8 calcium fluorescence; vehicle 0%, full acetylcholine response 100% | hit rate 0.14% among 360,000;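 active = activation above the run mean over all test wells plus 3 SD, cut at about 32% in these data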;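 note: peak over basal fluorescence ratio per well then scaled between controls; 0% = DMSO wells and 100% = acetylcholine at EC100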
M5 ag: CHRM5 agonism in calcium assay. P08912. CHO-K1 hM5 cells, Fluo-8 calcium fluorescence; 0% DMSO wells, 100% maximal acetylcholine response. activation, % at 3 µM. hit rate 0.19% among 360,000. AID 624037;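 active = activation above the run's mean over test compounds plus 3 SD, cut at about 23% in these data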;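 note: signal is peak over basal fluorescence ratio across the kinetic read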
CHO-K1 Ca antag: counter-screen for M1 antagonists: effect in parental CHO-K1 cells | inhibition, % at 3 µM | ATP-induced calcium, Fluo-8 fluorescence | hit rate 0.6% among 360,000 | AID 602250;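 active = inhibition above a per-plate cutoff, the plate's mean sample inhibition plus 3 SD, cut at about 24% in these data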;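 note: 0% = DMSO plus EC80 ATP and 100% = DMSO alone without ATP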
Active calls of the source: *; nt = no result given.

SMILES | CHRM5 PAM | M4 PAM | CHO-K1 Ca ag | M1 PAM parental | M4 antag | M5 antag | M4 ag | M5 ag | CHO-K1 Ca antag
COc1cc(C2C3=C(COC3=O)Oc3cc4c(cc32)OCO4)ccc1OC(C)=O (centres undefined) | -9 | 1 | 0.6 | 15 | -9 | 7 | 3 | -4 | -14
Cc1ccc(NC(=O)CN(C)C(=O)c2cccc(S(=O)(=O)N3CCc4ccccc4C3)c2)cc1 | 0 | -1 | -0.7 | -10 | 11 | -8 | 1 | -2 | 0
Cc1cc(NC(=O)CCC(=O)N(Cc2ccco2)C(C(=O)NC2CCCCC2)c2cccs2)no1 (centres undefined) | 2 | 7 | 0.8 | 24 | -9 | 0 | 2 | -5 | -20
CC1(C(=O)NCC2CCCO2)Oc2cccnc2NC1=O (centres undefined) | 6 | 4 | 0.2 | 5 | 4 | 10 | 0 | -5 | -6
N#Cc1cccc(C(=O)OCC(=O)NC(=O)NC2CCCCC2)c1 | 1 | 3 | 0.8 | 9 | -8 | 1 | 1 | 1 | -1
CCOC(=O)C(Cc1ccc(NC(=O)/C(=C\c2ccccc2)NC(=O)c2ccccc2)cc1)N1C(=O)c2ccccc2C1=O (centres undefined) | -9 | -3 | 3.2 | 1 | -11 | 5 | 6 | -1 | 10
CSc1ccc(NC(=O)Nc2cc(C)ccn2)cc1 | -3 | -1 | 0.9 | 0 | -16 | 6 | 2 | -2 | -9
Cc1onc(-c2ccccc2)c1C(=O)Nc1cc(C(F)(F)F)ccc1N1CCOCC1 | 3 | 1 | 0.2 | 17 | 1 | -10 | -2 | -8 | -11
Cc1cc(C)c(S(=O)(=O)NC2CCN(Cc3ccccc3)CC2)c(C)c1 | 0 | -3 | 1.5 | 13 | -2 | 1 | 3 | -6 | -10
O=C(NCCN1CCOCC1)c1cc2sccc2n1Cc1ccc(Cl)cc1 | 4 | -12 | 1.5 | 9 | -5 | -6 | 9 | -2 | -12
COc1ccc(-c2nc(CN3CCC(C(=O)NC4CCCC4)CC3)c(C)o2)cc1OC | 2 | -3 | 0.1 | 5 | 7 | -1 | 0 | 0 | 11
COc1ccc(OC)c(NC(=O)COC(=O)CCCN=C2NS(=O)(=O)c3ccccc32)c1 | 0 | 1 | -0.3 | 0 | -13 | 5 | 2 | 3 | -5
COc1ccc(NS(=O)(=O)c2cc(N/C(=N\S(=O)(=O)c3ccccc3)c3ccc(F)cc3)ccc2Cl)cc1 | -5 | -29 | 2.5 | 29 | 17 | 6 | 5 | -3 | -12
CN(CC(=O)Nc1ccc2c(c1)CCC2)CC(=O)Nc1ccccc1Br | -3 | 16 | 0.5 | 1 | -5 | -10 | 8 | 0 | -5
C[C@@H](NS(=O)(=O)c1ccc(Br)cc1F)[C@@H](O)c1ccccc1 | -2 | 6 | 1.5 | 22 | -17 | 8 | 2 | -2 | -14
C=CCNc1ncnc2c1ncn2[C@H]1CN(C2CCCC2)C[C@@H](CO)O1 | 0 | -2 | 0.4 | 5 | 0 | -7 | 0 | 0 | -5
CCc1cccc(OCC(=O)Nc2cc(S(=O)(=O)N3CCOCC3)ccc2N2CCCC2)c1 | -7 | -6 | -0.1 | -4 | 6 | 9 | 2 | -5 | 8
CCCCCn1c(CNC(=O)c2cccs2)nc2ccccc21 | -6 | -1 | 2.6 | 10 | -8 | -1 | 5 | 0 | -14
CCOc1cc(N2CCOCC2)c(OCC)cc1NC(=O)[C@H](C)NC(=O)c1ccco1 | -2 | 1 | 2.1 | 26 | 2 | 9 | 3 | -1 | -14
COc1ccc(N2CCN(CCCNC(=S)Nc3c(C)cccc3C)CC2)cc1 | 0 | 2 | 0.6 | -5 | -2 | 9 | 0 | -3 | -3
CCCC1=Nc2cc(C(=O)NCCCOCC)ccc2Sc2ccccc21 | 4 | 0 | 0.2 | 4 | -7 | -6 | 0 | -16 | 9
COc1cccc(C(=O)N2CCC[C@@H]2C(=O)N2CCC[C@H]2C(=O)NCc2ccncc2)c1 | 4 | 6 | -0.2 | -9 | -8 | -16 | 0 | 2 | -10
O=C(c1ccc(Cl)c([N+](=O)[O-])c1)N1CCN(c2ccccn2)CC1 | 2 | 6 | 1.0 | 24 | 0 | 1 | 3 | 0 | 0
O=C(Cn1nc(Cc2cccnc2)c2ccccc2c1=O)N1CCN(C(=O)c2ccco2)CC1 | -4 | -5 | 0.1 | -3 | 5 | 4 | 0 | 1 | 0
Cc1ccc(C(=O)Nc2ccccc2C(=O)O)cc1S(=O)(=O)Nc1ccccc1 | 5 | 11 | 0.4 | 19 | -21 | 0 | -2 | 3 | 2
COC(=O)C1=C(C)NC=C([N+](=O)[O-])C1c1ccc(OC)cc1 (centres undefined) | 6 | -4 | 1.3 | 10 | 5 | 0 | 1 | -3 | 1
Cc1cc(NC(=O)COc2cccnc2[N+](=O)[O-])no1 | -6 | 2 | 0.2 | 5 | 0 | -2 | 1 | 3 | -10
CCOc1ccccc1NC(=O)CCN(c1ccc(C)cc1)S(=O)(=O)c1ccccc1 | -3 | 2 | 0.9 | 23 | -13 | 4 | 1 | -4 | -8
CCc1ccc(NC(=O)Cn2nnc(C(=O)NCc3ccc4c(c3)OCO4)c2N)cc1 | 2 | 6 | 0.3 | -2 | 4 | -1 | nt | -4 | -2
CC(C)N(Cc1nccn1C)C(=O)c1cc(COc2cccc(C(F)(F)F)c2)on1 | -5 | 3 | 3.8 | -8 | -17 | 3 | 7 | -1 | -3
CC(/C=C/c1ccccc1)=N/NC(=O)Cn1nnc(N)n1 | 9 | -9 | 1.2 | 6 | -2 | -9 | 2 | 7 | -3
N/C(=N\OC(=O)c1ccc(Cl)c([N+](=O)[O-])c1)c1ccccn1 | 3 | 4 | 0.1 | 9 | -2 | 14 | 2 | 2 | 6
O=C(NCc1ccccc1F)c1cccc(S(=O)(=O)N2CCCCCC2)c1 | -3 | 8 | 0.4 | -1 | 0 | 1 | 1 | 2 | -4
O=C(COC(=O)c1ccco1)NC1CCCc2ccccc21 (centres undefined) | -6 | 2 | 1.4 | 3 | 12 | 3 | 1 | 0 | 0
CN(CC(=O)NC1CCCc2ccccc21)S(=O)(=O)c1cccs1 (centres undefined) | -2 | 8 | 0.9 | -11 | -15 | -2 | 3 | -3 | 3
Cc1cc2nc(CN(C)C(=O)C3CCC(=O)N(C4CCCC4)C3)[nH]c2cc1C (centres undefined) | -5 | -4 | 0.5 | 3 | -4 | 5 | 0 | 0 | -17
CN1c2ccc([N+](=O)[O-])cc2C(C)(C)C12C=Cc1cc(C(=O)O)ccc1O2 (centres undefined) | -3 | 10 | 0.6 | 4 | -7 | 9 | 2 | -4 | 2
CS(=O)(=O)N(CC(=O)N1CCc2ccccc2C1)c1ccccc1Br | 1 | 16* | 1.5 | 32 | 22 | 17 | 8 | 3 | 2
O=C(/C=C/c1ccc(Cl)cc1)N1CCN(Cc2ccccc2)CC1 | -5 | -3 | 1.4 | 17 | -1 | 5 | 2 | -4 | -15
COc1ccc(C(=O)NC[C@H]2O[C@@H](n3cnc4c(N)ncnc43)[C@H](O)[C@@H]2O)cc1OC | 3 | 5 | 0.2 | 6 | -6 | -4 | 1 | 2 | -16
Cc1ccc(-c2[nH]nc(N)c2N=Nc2cccc(Cl)c2C)cc1 | 4 | 3 | -0.6 | -4 | 7 | 1 | 1 | 5 | 12
CCN1CCN(C(=O)c2ccccc2N(Cc2ccccc2)S(=O)(=O)c2ccc(C)cc2)CC1 | -10 | 0 | 0.9 | 6 | -12 | 4 | 5 | -10 | 1
COc1ccc(CCNC(=O)CN(c2ccccc2OC)S(=O)(=O)c2ccc(C)cc2)cc1 | -19 | -6 | 3.6 | 1 | -11 | -5 | 10 | -4 | -2
CSc1cccc(NS(=O)(=O)c2cc(Br)cnc2N)c1 | -18 | -14 | 2.2 | -1 | 25 | 23 | 3 | -10 | -17
COc1cc(OC)cc(C(=O)N[C@H](C(=O)OCC(=O)Nc2cccc(F)c2)C(C)C)c1 | 0 | 4 | 0.8 | -7 | 3 | -2 | 2 | -4 | 6
COc1nc(NCCc2ccc(OC)c(OC)c2)nc(Nc2ccccc2)n1 | -9 | -9 | 2.4 | -23 | 1 | 6 | 8 | -4 | 20
CC(=O)Nc1ccc(Oc2nc(-c3cccnc3)nc3sc4c(c23)CCCC4)cc1 | 3 | 3 | 1.6 | 22 | -11 | -1 | 1 | 1 | -12
CCc1nc2ccc(C(=O)N(C)Cc3ccccc3)cn2c1N(CC)CCN(C)C | 6 | 0 | 0.2 | 15 | 4 | -5 | 0 | -1 | -9
CCOc1ccc(NS(=O)(=O)c2ccc(C(=O)N(C)CCc3ccc(OC)c(OC)c3)cc2)cc1 | -6 | -2 | 7.7 | 4 | 8 | 5 | 9 | 4 | -9
O=C(Nc1ccc2c(c1)OCCO2)C(CCc1ccccc1)N(Cc1ccccc1)Cc1ccccc1 (centres undefined) | 4 | 3 | 1.1 | 18 | -11 | 2 | 0 | 0 | -20
CCN1CCN(C(=O)CCc2nnc(CCc3ccccc3OC)o2)[C@@H](C)C1=O | -1 | 6 | 1.4 | 31 | -4 | -2 | 1 | -6 | -17
CC1=C(C(=O)N(C(C)C)C(C)C)CC(CC(=O)NC2CC2)C(=O)N1CCCN1CCCC1=O (centres undefined) | 7 | 2 | -0.2 | 14 | -11 | 0 | 0 | 1 | -4
O=C(OCC(=O)N1CCOCC1)c1ccccc1OCc1ccccc1 | -3 | 5 | 0.9 | 20 | 4 | 5 | 1 | 2 | -16
CN(CC1CCCN(CCc2ccc(Cl)cc2)C1)C(=O)c1ccco1 (centres undefined) | -1 | -8 | -0.5 | 15 | -3 | 6 | 1 | -8 | -11
O=C1c2ccccc2C(=O)C12OC(c1ccccc1)C1(C(=O)c3ccccc3C1=O)C2c1ccc([N+](=O)[O-])cc1 (centres undefined) | 3 | 4 | 0.5 | 18 | -2 | -5 | 0 | -3 | -14
Cc1ccc(N2CC(C(=O)Nc3nnc(SCC(N)=O)s3)CC2=O)cc1 (centres undefined) | -1 | 1 | 0.5 | 3 | 1 | 0 | 1 | -1 | -5
COC(=O)N1CCCC(c2cc(C(=O)Nc3ccccc3Cl)no2)C1 (centres undefined) | -2 | -4 | -0.3 | 12 | 9 | 1 | -1 | 0 | -4
CN(C(=O)CSc1nncc2ccccc12)C1CCCCC1 | 11 | -4 | -0.4 | -8 | 6 | -2 | 0 | 0 | -5

A second format for 5 compounds above.
| Molecule | CHRM5 PAM | M4 PAM | CHO-K1 Ca ag | M1 PAM parental | M4 antag | M5 antag | M4 ag | M5 ag | CHO-K1 Ca antag |
| --- | --- | --- | --- | --- | --- | --- | --- | --- | --- |
| CC(=O)Nc1ccc(Oc2nc(-c3cccnc3)nc3sc4c(c23)CCCC4)cc1 | 3 | 3 | 1.6 | 22 | -11 | -1 | 1 | 1 | -12 |
| CCc1nc2ccc(C(=O)N(C)Cc3ccccc3)cn2c1N(CC)CCN(C)C | 6 | 0 | 0.2 | 15 | 4 | -5 | 0 | -1 | -9 |
| CCOc1ccc(NS(=O)(=O)c2ccc(C(=O)N(C)CCc3ccc(OC)c(OC)c3)cc2)cc1 | -6 | -2 | 7.7 | 4 | 8 | 5 | 9 | 4 | -9 |
| O=C(Nc1ccc2c(c1)OCCO2)C(CCc1ccccc1)N(Cc1ccccc1)Cc1ccccc1 (centres undefined) | 4 | 3 | 1.1 | 18 | -11 | 2 | 0 | 0 | -20 |
| CCN1CCN(C(=O)CCc2nnc(CCc3ccccc3OC)o2)[C@@H](C)C1=O | -1 | 6 | 1.4 | 31 | -4 | -2 | 1 | -6 | -17 |
